GAA glycogen: qHTS Assay for Inhibitors and Activators of Human alpha-Glucosidase Cleavage of Glycogen; recombinant GAA, glycogen substrate, Amplex Red glucose oxidase fluorescence; Potency, µM (highest dose often 76.4 µM), for inactives: at the top dose activity change, negative = inhibition, actives largely listed as inhibitors; 300,000 tested, 0.38% active;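 further: 0% = full enzyme reaction and -100% = no-enzyme basal signal; the screen sought inhibitors and activators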
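Natural-substrate format: glycogen cleavage by 4 nM human enzyme, glucose read by Amplex Red coupling (Ex 573, Em 610 nm). Normalized to enzyme and no-enzyme controls.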
L3MBTL1 inh: qHTS Assay for the Inhibitors of L3MBTL1 | Lethal(3)malignant brain tumor-like protein 1 (Homo sapiens), Q9Y468 | Potency, µM (top dose mostly 57.1 µM), for inactives: at the highest dose activity, negative = inhibition, hits mostly inhibitors | AlphaScreen L3MBTL1–H3K9me1 peptide binding | 230,000 tested, 0.66% active; further: nearly all actives have a fitted effect of over 60% in size
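Read-out is AlphaScreen signal from streptavidin donor and nickel chelate acceptor beads (10 ug/mL final each) bridging L3MBTL1 (50 nM) and biotinylated K9-monomethylated H3(1-15) peptide (75 nM), after 30 min compound exposure at room temperature.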
TRb-SRC2 inh: qHTS for Inhibitors of the Interaction of Thyroid Hormone Receptor and Steroid Receptor Coregulator 2; Thyroid hormone receptor beta (Homo sapiens), P10828; TRbeta-SRC2 peptide binding, fluorescence polarization; receptor liganded with 1 µM T3; Potency, µM (highest dose often 106 µM), for inactives: top-dose activity change, negative = inhibition, usual class: inhibitors; 280,000 tested, 0.065% active;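 further: plate controls were bound peptide for no effect and peptide without receptor for full effect; nearly all actives have a fitted effect of over 50% in size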
Target sequence (P10828 whole entry, looked up): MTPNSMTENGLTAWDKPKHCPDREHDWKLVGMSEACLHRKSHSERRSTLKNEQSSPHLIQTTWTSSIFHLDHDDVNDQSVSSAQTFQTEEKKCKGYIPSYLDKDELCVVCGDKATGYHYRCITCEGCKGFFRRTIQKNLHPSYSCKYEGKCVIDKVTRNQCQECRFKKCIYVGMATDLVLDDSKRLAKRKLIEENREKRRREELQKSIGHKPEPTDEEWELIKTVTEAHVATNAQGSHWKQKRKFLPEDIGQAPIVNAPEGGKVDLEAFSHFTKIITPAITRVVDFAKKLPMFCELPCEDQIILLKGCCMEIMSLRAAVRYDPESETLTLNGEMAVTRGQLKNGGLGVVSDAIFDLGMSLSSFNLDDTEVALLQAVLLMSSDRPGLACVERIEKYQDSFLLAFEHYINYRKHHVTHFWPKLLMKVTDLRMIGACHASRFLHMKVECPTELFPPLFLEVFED
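TRb LBD 0.6 uM + Texas Red SRC2 peptide 20 nM, 1 uM T3, Tris buffer w/ 5% DMSO; compound pinned, 5 h RT; FP read ex 555/em 632; normalized to unbound and bound controls.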
RGS12 GoLoco inh: qHTS Assay for Inhibitors of RGS12 GoLoco Motif Activity (Red Fluorophore); Guanine nucleotide-binding protein G(i) subunit alpha-1 (Homo sapiens), P63096; Gai1:RGS12 GoLoco peptide FP, rhodamine, 10 min; Potency, µM (titrated, usually from 61.6 µM), without a hit: top-dose activity, negative = inhibition, usual class: inhibitors; 230,000 tested, 0.44% active; active means well fitted inhibition curve with a large enough effect, not every such curve was filed as active; inactive means no such curve, though single readings can be large or run the other way; further: nearly all actives have a fitted effect of over 30% in size; many of its hits are not listed in these tables
GAA spleen mod: qHTS Assay for Inhibitors and Activators of Human alpha-Glucosidase From Spleen Homogenate; Lysosomal alpha-glucosidase (Homo sapiens), P10253; human spleen homogenate, 4-MU-alpha-glucoside fluorescence; Potency, µM (highest dose often 79.9 µM), inactives show at the highest dose activity change, negative = inhibition, hits mostly inhibitors; 240,000 tested, 0.006% active;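 further: 0% = enzyme with vehicle and -100% = no enzyme basal signal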
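Human spleen homogenate (1 ug) with 4-methylumbelliferyl-alpha-D-glucopyranoside (1 mM final) in 50 mM citrate/phosphate pH 5.0, 0.01% Tween-20; 40 min at 37 C. Stopped at pH 10; 4-MU fluorescence Ex 365/Em 440 nm; AC50 by Hill fit.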
RECQ1 helicase: qHTS Assay for Inhibitors of RecQ-Like Dna Helicase 1 (RECQ1). ATP-dependent DNA helicase Q1 (Homo sapiens), P46063. RECQ1 DNA unwinding, red fluorescence kinetic read. Potency, µM (titrated, usually from 57.3 µM), for inactives: at the top dose activity, negative = inhibition, hits mostly inhibitors. 240,000 tested, 0.54% active;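 further: plate controls were vehicle for no effect and no enzyme for full effect; nearly all actives have a fitted effect of over 30% in size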
Target sequence (P46063 whole entry, looked up): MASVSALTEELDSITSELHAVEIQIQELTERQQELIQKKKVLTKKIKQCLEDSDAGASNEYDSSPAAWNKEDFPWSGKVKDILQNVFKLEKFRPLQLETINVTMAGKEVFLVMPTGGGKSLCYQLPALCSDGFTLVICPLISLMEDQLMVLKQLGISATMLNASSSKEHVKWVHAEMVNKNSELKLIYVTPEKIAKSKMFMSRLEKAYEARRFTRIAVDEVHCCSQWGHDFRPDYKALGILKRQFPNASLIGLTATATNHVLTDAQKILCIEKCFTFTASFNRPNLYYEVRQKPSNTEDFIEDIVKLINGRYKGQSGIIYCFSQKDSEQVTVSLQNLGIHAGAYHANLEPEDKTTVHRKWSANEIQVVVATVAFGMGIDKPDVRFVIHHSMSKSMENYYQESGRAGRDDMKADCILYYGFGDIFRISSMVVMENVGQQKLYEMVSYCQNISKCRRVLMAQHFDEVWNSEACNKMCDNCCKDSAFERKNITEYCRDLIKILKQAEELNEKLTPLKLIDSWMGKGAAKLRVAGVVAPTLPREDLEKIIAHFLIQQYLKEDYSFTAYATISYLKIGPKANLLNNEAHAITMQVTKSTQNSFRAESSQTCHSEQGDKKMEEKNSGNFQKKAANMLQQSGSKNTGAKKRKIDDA
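50 nM RECQ1T1 preincubated 15 min with compound in Tris pH 8.0 buffer with MgCl2, DTT, Tween-20 and 2.5 ug/ml poly(dI-dC); started with 200 nM TAMRA/BHQ-2 forked duplex and 2 mM ATP. Unwinding read as fluorescence (525/598 nm), two reads 2 h apart.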
TR SRC2 fluor cs: Total Fluorescence Counterscreen for Inhibitors of the Interaction of Thyroid Hormone Receptor and Steroid Receptor Coregulator 2 | Potency, µM (series often up to 106 µM), inactives show at the top dose fluorescence change, negative = quenching | TRb/SRC2 Texas Red total fluorescence interference | 280,000 tested, 0.29% active; active means well fitted curve in either direction with a large enough effect; inconclusive means small, poorly fitted or top-dose-only effect
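Flags fluorescent or light-absorbing compounds by total fluorescence, S + 2P, at 555 nm excitation and 632 nm emission. Mixture: 20 nM Texas Red SRC2 peptide, 0.6 uM human TRb LBD, 1 uM T3, 5% DMSO; compound exposure 5 h at ambient temperature.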
GAA inh: qHTS Assay for Inhibitors of Human alpha-Glucosidase as a Potential Chaperone Treatment of Pompe Disease | purified human GAA, 4-MU-alpha-glucoside fluorescence | 200,000 tested, 0.005% active | Potency, µM (highest dose often 76.9 µM), inactives show at the top dose activity change, negative = inhibition, actives largely listed as inhibitors;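 further: plate controls were uninhibited enzyme wells for no effect and no-enzyme background for full effect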
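Fluorogenic assay: 4 nM human alpha-glucosidase with 400 uM 4-methylumbelliferyl-alpha-D-pyranoside in 50 mM citrate/phosphate, 0.005% Tween-20, pH 5.0, 20 min at room temperature. Compounds tested up to 77 uM; AC50 from Hill fits.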
The depositor's hits bear a star; i = inactive; ? = inconclusive; · = not tested or not shown; & = joins results of further samples; [ ] = another dose, or the depositor's remark. Unless noted, the call rests on the fitted dose curve; in most records, active means well fitted curve in the direction sought with a large enough effect; inconclusive means small, poorly fitted or top-dose-only effect, or another doubt; inactive means no such curve, though single readings can be large; an effect the other way counts as inactive or inconclusive. Unless noted, on the % scale 0 is the no-effect control and ±100 the full control effect; potency means the concentration at half of the fitted maximal effect. This is a subset, so the mix of outcomes need not match the whole.

Results follow in this order: GAA inh | TRb-SRC2 inh | GAA spleen mod | TR SRC2 fluor cs | L3MBTL1 inh | GAA glycogen | RGS12 GoLoco inh | RECQ1 helicase
COc1ccc(-c2noc(CN(C)CCC3CCCCO3)n2)cc1 (stereo unspecified)
    ? | -2% | 1% | 12% | -5% | 2% | 8% | -12%
Oc1ccc(/C=N/N2CCN(C3c4ccccc4-c4ccccc43)CC2)cc1
    -3%[15.4 µM] | 4% | 3% | 0% | -18% | -21% | 6% | -6%
CCN(CC)S(=O)(=O)c1cc(NC(=O)C(C)N2CCN(c3ccccn3)CC2)ccc1C (stereo unspecified)
    -2% | 4% | 10% | 0% | -4% | 9% | 27% | 15%
Cc1onc(-c2c(F)cccc2Cl)c1C(N)=S
    -2% | 0% | 5% | -6% | -23% | -2% | 3% | -1%
CCOC(=O)C1(Cc2cccc(OC)c2)CCN(CCO)CC1
    · | -1% | -9% | 4% | 5% | 6% | 3% | 22%
CC(=O)N(CC(=O)O)c1ccccc1C(=O)O
    11% | -22% | -7% | -2% | -4% | 11% | 9% | -1%
O=[N+]([O-])c1ccc2nc(-c3ccc(Cl)cc3)n(OCc3ccccc3)c2c1
    -4% | 2% | 1% | 1% | 2% | 0% | 4% | i
N/C(=N\OC(=O)COc1ccc([N+](=O)[O-])cc1)c1ccncc1
    -1% | 3% | -7% | 1% | 0% | 9% | -7% | i
Cc1oc(-c2cc3c(cc2Cl)OCO3)nc1CN1CCCC(C(=O)N2CCOCC2)C1 (stereo unspecified)
    13% | 7% | 7% | -5% | 4% | 2% | 4% | i
NNC(=O)CNC(c1ccccc1)c1cc(Br)ccc1NC(=O)c1cccc(Cl)c1 (stereo unspecified)
    ? | 9% | 1% | 0% | -8% | -11% | 3% | 0%
COC(=O)[C@H](Cc1ccccc1)NC(=O)NCc1ccc(S(N)(=O)=O)cc1
    0% | -5% | -19% | 0% | · | 2% | 1% | 0%
Cc1nn(Cc2ccccc2Cl)c(C)c1NC(=O)CSc1n[nH]c(C)c1[N+](=O)[O-]
    0% | -6% | -4% | -5% | -8% | 5% | 4% | -7%
Nc1[nH]nc2c1NN(c1ccc(Cl)cc1Cl)N2
    -4% | -9% | 4% | -6% | -21% | ? | 1% | -2%
CC1(C)Oc2ccc3ccc(=O)oc3c2/C(=C/N)C1=O
    -5% | -11% | 3% | -2% | -10% | -6% | 6% | 0%
N#Cc1cc2sc3nnc(-c4ccncc4)n3c2cc1C#N
    -1% | 2% | -10% | -6% | -10% | 5% | 3% | 0%
CCOC(=O)c1c(NC(=O)CSc2nnc(-c3ccncc3)n2Cc2ccco2)sc(C)c1C
    -9% | 6% | -22% | -8% | · | 0% | 8% | -12%
O=C(CC1C(=O)NCCN1Cc1cccc(Oc2ccccc2)c1)NCCc1cnccn1 (stereo unspecified)
    2% | -6% | -10% | -2% | 1% | -4% | -15% | -2%
COc1ccc(C(=O)Nc2ccc(S(=O)(=O)N3CCOCC3)cc2)cc1OC
    -1% | -1% | -11% | -2% | 7% | 8% | 2% | -7%
CCOC(=O)/C(=C/C=C/c1ccccc1)NC(=O)c1ccccc1
    -12% | -6% | -5% | -4% | -3% | 1% | 3% | -1%
C=C1CCN(Cc2ccccc2)S(=O)(=O)c2ccccc21
    · | 5%&0% | 2%&-9% | -1%&-3% | · | 3% | 4% | -3%&-6%
CCc1cccc2c(=O)c(C(=O)NCCCOC)c[nH]c12
    -6% | -2% | 1% | 0% | 7% | 6% | 8% | 12%
Cc1c(NC(=O)c2ccc(F)c(S(=O)(=O)N3CCOCC3)c2)c(=O)n(-c2ccccc2)n1C
    -3% | 4% | -6% | -2% | 22% | 3% | · | i
CCOC(=O)c1cc(NC(=O)c2ccc(C)cc2)c(=O)oc1C(F)(F)F
    -5% | -3% | · | -7% | 11% | ? | 7% | i
CC(C)(C)c1ccc(C(CC(=O)O)NC(=O)Cc2ccc(F)cc2)cc1 (stereo unspecified)
    4% | -5% | 8% | 0% | · | 5% | -2% | 0%
CCn1cnc2sc(C(=O)Oc3cccc(C)c3)c(C)c2c1=O
    -1% | -2% | -3% | -1% | · | -4% | -2% | 2%
CCc1nc(SCC(=O)c2ccc(C)c(C)c2)n[nH]1
    0% | 0% | 0% | -1% | -3% | 0% | 10% | i
C/C(=N\Nc1ncc(Cl)cc1Cl)c1ccc(S(=O)(=O)NCc2ccco2)cc1
    0% | 1% | -21% | 2% | -14% | 3% | -6% | 0%
O=C1O/C(=C/c2ccccc2)N=C1c1ccccc1
    -5% | 0% | -3% | -1% | 5% | 4% | 1% | -1%
CC(C)(C)NC(=O)CSc1nc2scc(-c3ccccc3)c2c(=O)[nH]1
    3% | 1% | 5% | -1% | 5% | 8% | 20% | -9%
C/C=C/C(=O)OCC(=O)Nc1cc(-c2cc(C)c(C)cc2C)nn1-c1ccccc1
    1% | -3% | -5% | -3% | 7% | 2% | 51%[activator] | -4%
CCc1ccc(OCCNC(=O)c2cccs2)cc1
    -10% | -10% | 0% | 2% | · | 0% | 0% | i
O=C(NCc1ccccc1Cl)C1CCCN(S(=O)(=O)c2cccc3nsnc23)C1 (stereo unspecified)
    1% | 3%&4% | -19% | 0%&-6% | · | -1%[76.3 µM] | 4% | -10%
CCCCCCc1cc2cc(-c3nnc(-c4ccccc4O)o3)c(=O)oc2cc1O
    -11% | -19% | -10% | -1% | 10% | -11% | 33%[activator] | 3%
C#CCOCCOCCOCCNc1nc(N2CCN(C(=O)C([C@@H](C)CC)n3cc(C(N)Cc4ccc(O)cc4)nn3)CC2)nc(N2CCN(C(=O)[C@H](CCC(=O)O)n3cc(C(N)CC(C)C)nn3)CC2)n1 (stereo partly specified)
    · | -6% | 0% | 1% | -27% | 5% | 1% | -11%
Cc1cc(CN2C(=O)c3ccccc3C2=O)cc(N2CCOCC2)c1
    -7%[15.4 µM] | -8% | 5% | 0% | 1% | -11% | 8% | -1%
CCOC(=O)CSC1=N/C(=C\c2ccc(OC)c(OC)c2)C(=O)N1C
    -8% | 8% | -7% | -3% | 3% | -6% | 10% | -1%
COc1ccc(/C=N/NC(=O)Cc2n[nH]c(=O)[nH]c2=O)cc1
    · | 5% | 4% | -1% | · | 2% | 0% | 14%
O=C(COC(=O)C1(c2cccc(F)c2)CCCC1)NCc1cccs1
    -15% | -2% | 0% | -1% | · | 0% | 37%[activator] | i
C=CCn1c(COc2ccccc2F)nnc1SCC(=O)NC(=O)NCc1ccco1
    -6% | -1% | 1% | 2% | -12% | -13% | 4% | -29%
CC(C)NC(=O)CSc1nnc(-c2ccc(F)cc2)c2ccccc12
    -26% | -4% | · | -4% | -12% | 6% | 8% | -1%

One compound at a time, as listed above:
Shown for C/C=C/C(=O)OCC(=O)Nc1cc(-c2cc(C)c(C)cc2C)nn1-c1ccccc1 → GAA inh: 1%; TRb-SRC2 inh: -3%; GAA spleen mod: -5%; TR SRC2 fluor cs: -3%; L3MBTL1 inh: 7%; GAA glycogen: 2%; RGS12 GoLoco inh: 51%[activator]; RECQ1 helicase: -4%
Shown for O=C(NCc1ccccc1Cl)C1CCCN(S(=O)(=O)c2cccc3nsnc23)C1 (stereo unspecified) → GAA inh: 1%; TRb-SRC2 inh: 3%&4%; GAA spleen mod: -19%; TR SRC2 fluor cs: 0%&-6%; L3MBTL1 inh: ·; GAA glycogen: -1%[76.3 µM]; RGS12 GoLoco inh: 4%; RECQ1 helicase: -10%

Carrying on.
Results follow in this order: GAA inh | TRb-SRC2 inh | GAA spleen mod | TR SRC2 fluor cs | L3MBTL1 inh | GAA glycogen | RGS12 GoLoco inh | RECQ1 helicase
COc1ccccc1Oc1ccc(S(=O)(=O)N2CCN(C)CC2)cc1
    4% | 2% | 3% | -5% | -4% | -3% | 4% | i
Cc1ccc(S(=O)(=O)Nc2nc(C)cc(NN)n2)cc1
    · | -2% | -1% | -1% | · | ? | 1% | -7%
C=CCNC(=O)C1CCN(S(=O)(=O)CC)CC1
    -4% | -15% | 8% | 2% | 7% | -10% | 1% | -10%
Cc1nn(Cc2ccccc2)c(C)c1C(=O)NCCN1C(=O)S/C(=C\c2ccccc2)C1=O
    2% | 2% | -4% | 8% | 6% | 9% | -23% | -7%
Cc1ccc(C(=O)N2C3=C(CCCC3)C(=O)NC23CCCCC3)cc1
    -9% | -4% | 3% | -1% | · | 1% | 0% | i
CC(O)c1nc2ccccc2n1CC(=O)N1CCN(c2ccccc2)CC1 (stereo unspecified)
    10% | 4% | -1% | -2% | -4% | 3% | 0% | i
O=C(CSc1ncn[nH]1)NC1CC2CCC1C2 (stereo unspecified)
    -8% | 2% | -8% | -3% | · | 3% | 7% | 7%
CC1(C)NC(C)(C)/C(=C\c2cccs2)C(=O)C1=O
    -9% | 7% | -3% | -1% | 2% | -5% | 9% | i
CC[N+](CC)(CC)C/C=C/CN1CCCCC1
    7% | 0% | -5% | -6% | 6% | 9% | 4% | 3%
CC1CC(NC2=NCCS2)CC(C)(C)C1 (stereo unspecified)
    · | -6% | -2% | -1% | 9% | -3% | -3% | 1%
CCc1ccc2[nH]c(O)c(N=NC3=NC(=O)CS3)c2c1
    -5%[15.4 µM] | 0% | 0% | -8% | ? | 3% | 5% | 10%
COCCn1nnnc1C(c1ccccc1)N1CCN(Cc2ccc3c(c2)OCO3)CC1 (stereo unspecified)
    2% | 10% | -1% | 0% | -1% | 11% | · | -15%
Cc1ccc(S(=O)(=O)NCC(=O)OCc2ccccc2Br)cc1
    -3% | 3% | 6% | 0% | 9% | -11% | 1% | -9%

Assay outcomes: PubChem, National Center for Advancing Translational Sciences (NCATS)
